All columns: NCI-60 one-dose screen, growth in % after 48 h at 10 µM unless noted; 100 = growth as untreated, 0 = no growth, -100 = all killed.
SK-MEL-5: SK-MEL-5 melanoma. actives 6.4% (n = 80,000)
UACC-257: UACC-257 melanoma; actives 4.4% (n = 78,000); AID 1794764
SK-MEL-28: SK-MEL-28 melanoma | actives 4.1% (n = 81,000) | AID 1794761
M14: M14 melanoma; actives 6.2% (n = 80,000)
UACC-62: UACC-62 melanoma; actives 5.4% (n = 81,000); AID 1794756
A549/ATCC: A549/ATCC NSCLC; actives 3.7% (n = 81,000); AID 1794740
EKVX: EKVX NSCLC. actives 3% (n = 71,000)
HOP-92: HOP-92 NSCLC cells; actives 6.3% (n = 71,000); AID 1794738
Active calls of the source: *; & = joins results of further samples; [ ] = another dose, or the depositor's remark. How the source made its calls: active means growth percent below 10; inactive means the rest.

Results for CC(=O)Nc1nc(Cl)c([N+](=O)[O-])c(SCc2ccccc2)n1 ?
SK-MEL-5: 103; UACC-257: 98; SK-MEL-28: 103; M14: 115; UACC-62: 97; A549/ATCC: 104; EKVX: 100; HOP-92: 100

Results for CC(=O)NC1=CN2CC=CCC2CC1=O (stereo not drawn) ?
SK-MEL-5: 102; UACC-257: 73; SK-MEL-28: 109; M14: 94; UACC-62: 104; A549/ATCC: 75; EKVX: 90; HOP-92: 85

How did CCc1c(CC)c(CC)c(CC)c(CC)c1CC do in these assays?
SK-MEL-5: 113; UACC-257: 112; SK-MEL-28: 107; UACC-62: 94; A549/ATCC: 99; EKVX: 113; HOP-92: 99

What do the screens show for `CN1CCN(C(=O)[C@]2(C)CC[C@]3(C)CC[C@]4(C)C(=C3C2)C=C[C@@H]2[C@@]3(C)CCCNC(C)(C)[C@@H]3CC[C@]24C)CC1`?
SK-MEL-5: 99; UACC-257: 104; SK-MEL-28: 107; M14: 104; UACC-62: 95; A549/ATCC: 97; EKVX: 89; HOP-92: 91

How did CC(C)/C=C/CC[C@](C)(O)[C@H]1CC[C@]2(C)[C@@H]1CC[C@@H]1[C@@]3(C)C/C(=C/c4cccnc4)C(=O)C(C)(C)[C@@H]3CC[C@]12C do in these assays?
SK-MEL-5: 84; UACC-257: 93; SK-MEL-28: 98; M14: 93; UACC-62: 73; A549/ATCC: 84; EKVX: 96; HOP-92: 73

Results for C#Cc1cccc(NC(=O)Nc2cccc(NC(=O)CCl)c2)c1 ?
SK-MEL-5: -96*[8.25 µM]; UACC-257: 49[8.25 µM]; SK-MEL-28: 48[8.25 µM]; M14: 6.3*[8.25 µM]; UACC-62: -62*[8.25 µM]; A549/ATCC: 57[8.25 µM]; EKVX: 102[8.25 µM]; HOP-92: -53*[8.25 µM]

Results for COc1ccc(C2(O)N=C3N=CC=C4c5ccccc5N=C2N43)cc1 (stereo not drawn) ?
SK-MEL-5: 61; UACC-257: 98; SK-MEL-28: 110; M14: 80; UACC-62: 82; A549/ATCC: 85; EKVX: 90; HOP-92: 90

What do the screens show for `COc1ccc2nccnc2c1`?
SK-MEL-5: 103; UACC-257: 93; SK-MEL-28: 102; M14: 97; UACC-62: 94; A549/ATCC: 101; EKVX: 96; HOP-92: 99

Results for COc1ccc(-c2nn(-c3ccccc3)cc2C2SCC(=O)N2c2ccccc2)cc1OC (stereo not drawn) ?
SK-MEL-5: 100; UACC-257: 103; SK-MEL-28: 106; M14: 106; UACC-62: 99; A549/ATCC: 104; EKVX: 92; HOP-92: 91

Results for COC(=O)CC1Oc2ccc(F)cc2-c2nc(C)ncc21 (stereo not drawn) ?
SK-MEL-5: 102; UACC-257: 107; SK-MEL-28: 108; M14: 102; UACC-62: 93; A549/ATCC: 102; EKVX: 99; HOP-92: 89

Results for COc1cccc(/C=C/C(=O)c2ccccc2)c1 ?
SK-MEL-5: 95; UACC-257: 90; SK-MEL-28: 109; M14: 99; A549/ATCC: 94

How did NC(=O)c1ccc2c(c1)OCO2 do in these assays?
SK-MEL-5: 99; SK-MEL-28: 108; M14: 101; UACC-62: 103; A549/ATCC: 105; EKVX: 95; HOP-92: 90

Results for COc1cc2c(cc1O)C(CSC)Cc1cc3c(cc1N(C)CC2)OCO3 (stereo not drawn) ?
SK-MEL-5: 92; UACC-257: 100; SK-MEL-28: 91; M14: 89; UACC-62: 89; A549/ATCC: 90; HOP-92: 84

How did N#CC1=C(N)OC2=C(C(=O)CCC2)C1c1cccs1 (stereo not drawn) do in these assays?
SK-MEL-5: 99; UACC-257: 103; SK-MEL-28: 110; M14: 105; UACC-62: 102; A549/ATCC: 101; HOP-92: 108

What do the screens show for `N#CSC1=C(SC#N)C(=O)c2ccccc2C1=O`?
SK-MEL-5: 29; UACC-257: 96; SK-MEL-28: 99; M14: 59; UACC-62: 89; A549/ATCC: 102; EKVX: 88; HOP-92: 128

Results for Cc1ccc(NC(=O)Cn2cc(CSc3nnc4oc5ccccc5n34)nn2)cc1 ?
SK-MEL-5: 93; UACC-257: 93; SK-MEL-28: 99; M14: 107; UACC-62: 75; A549/ATCC: 79; EKVX: 88; HOP-92: 63

What do the screens show for `O=C(CN1CCOCC1)Nc1ccc2oc(=O)ccc2c1`?
UACC-257: 93; SK-MEL-28: 113; M14: 107; UACC-62: 98; A549/ATCC: 91; EKVX: 104; HOP-92: 94

What do the screens show for `CCn1cc(Cc2cc(C(=O)Nc3cc4cc(OC)c(OC)cc4c(C)n3)ccc2Cl)cn1`?
SK-MEL-5: 13; UACC-257: 41; SK-MEL-28: 35; M14: 33; UACC-62: 44; A549/ATCC: 39; EKVX: 47; HOP-92: 47

What do the screens show for `Cc1ccc(C(C)(C)C(CC(=O)O)C(=O)O)cc1` (stereo not drawn)?
SK-MEL-5: 109; UACC-257: 103&105; SK-MEL-28: 104&110; M14: 95&103; UACC-62: 102&103; A549/ATCC: 88&104; EKVX: 98&122; HOP-92: 104&93

What do the screens show for `CC(=O)c1cc(C(=O)c2ccc(Br)cc2)n2cccc(C#N)c12`?
SK-MEL-5: 100; UACC-257: 113; SK-MEL-28: 110; M14: 101; UACC-62: 100; A549/ATCC: 103; EKVX: 105; HOP-92: 90

Results for CCOC(=O)C#Cc1c(CC(=O)OCC)nnn1[C@H]1O[C@@H](CO)[C@@H]2OC(C)(C)O[C@@H]21 ?
SK-MEL-5: 97; UACC-257: 63; SK-MEL-28: 87; M14: 58; UACC-62: 85; A549/ATCC: 76; EKVX: 100; HOP-92: 75

Results for CCOC(=O)C1=C(C)NC(=O)NC1c1ccc(OC)cc1 (stereo not drawn) ?
SK-MEL-5: 101; SK-MEL-28: 99; M14: 103; UACC-62: 96; HOP-92: 85

What do the screens show for `CC(=O)OCC1OC(OC(C)=O)C(NC(=O)OCc2ccccc2)C(OC(C)=O)C1OC(C)=O` (stereo not drawn)?
SK-MEL-5: 91; UACC-257: 92; SK-MEL-28: 106; M14: 95; UACC-62: 96; A549/ATCC: 94; HOP-92: 91

Results for CCCCCCCNc1nc(Cl)ncc1-c1ccc(C(F)(F)F)cc1 ?
SK-MEL-5: 100; UACC-257: 105; SK-MEL-28: 110; M14: 99; UACC-62: 95; A549/ATCC: 105; HOP-92: 103

What do the screens show for `COc1cc(C2CC(c3ccc(F)cc3)=Nc3c(N)nc(N)nc3N2)ccc1Oc1nc(NCCO)nc(N2CCOCC2)n1` (stereo not drawn)?
SK-MEL-5: 97; UACC-257: 102; SK-MEL-28: 106; M14: 108; UACC-62: 106; A549/ATCC: 105; EKVX: 84; HOP-92: 95

Results for CSc1ccc2c(c1)N(C(=O)/C(C#N)=C/C=C/c1ccccc1)c1ccccc1S2 ?
SK-MEL-5: 89; UACC-257: 69; SK-MEL-28: 84; M14: 85; UACC-62: 62; A549/ATCC: 77; EKVX: 75

What do the screens show for `CC1(C)CCC2(C(=O)O)CCC3(C)C(=CC[C@@H]4C5(C)CCC(=O)C(C)(C)[C@@H]5CCC43C)C2C1` (stereo partly drawn)?
SK-MEL-5: 34; UACC-257: 74; SK-MEL-28: 75; UACC-62: 48; A549/ATCC: 64; EKVX: 83; HOP-92: 76

Results for Nc1cccnn1 ?
SK-MEL-5: 107; SK-MEL-28: 109; M14: 101; UACC-62: 97; A549/ATCC: 110; EKVX: 99; HOP-92: 99

What do the screens show for `COc1ccc(C2=Cc3[nH][nH]c(=O)c3C(c3ccc(OC)cc3)C2)cc1` (stereo not drawn)?
SK-MEL-5: 98; SK-MEL-28: 106; M14: 92; UACC-62: 86; A549/ATCC: 79; EKVX: 98; HOP-92: 106

How did CCCCN(CCCC)S(=O)(=O)c1ccc(NC(=O)c2ccco2)cc1 do in these assays?
SK-MEL-5: 92; UACC-257: 63; SK-MEL-28: 101; M14: 93; UACC-62: 98; A549/ATCC: 97; HOP-92: 69

Results for OCCCOc1ccc(Cl)cc1Cl ?
SK-MEL-5: 82; UACC-257: 94; SK-MEL-28: 101; M14: 91; UACC-62: 89; A549/ATCC: 94; EKVX: 71; HOP-92: 80

How did O=C(NCc1ccc(Cl)cc1Cl)C1CCC(=O)N1C(=O)NCc1ccc(Cl)c(Cl)c1 (stereo not drawn) do in these assays?
SK-MEL-5: 106; UACC-257: 103; SK-MEL-28: 104; M14: 93; UACC-62: 99; A549/ATCC: 94; EKVX: 94; HOP-92: 95

How did CC(=O)OCCCCBr do in these assays?
SK-MEL-5: 104; UACC-257: 98; SK-MEL-28: 107; M14: 108; UACC-62: 105; A549/ATCC: 100

What do the screens show for `CCCNC(=O)c1c(C)[nH]c(-c2nc3ccccc3[nH]2)c1C`?
SK-MEL-5: 103; UACC-257: 109; SK-MEL-28: 106; M14: 101; UACC-62: 99; A549/ATCC: 96; EKVX: 104; HOP-92: 107

How did COC(=O)c1ccc(C)cc1 do in these assays?
SK-MEL-5: 103; SK-MEL-28: 113; M14: 116; UACC-62: 106; A549/ATCC: 103; EKVX: 98; HOP-92: 100

What do the screens show for `O=C(Nc1nc2cnc(N3CCOCC3)cc2s1)c1ccccc1`?
SK-MEL-5: 100; UACC-257: 99; SK-MEL-28: 108; M14: 109; UACC-62: 93; A549/ATCC: 93; EKVX: 95; HOP-92: 102

What do the screens show for `CCC(=O)Nc1cc(Nc2cc(NC3CC3)n3ncc(C#N)c3n2)ccc1C`?
SK-MEL-5: 15; UACC-257: 34; SK-MEL-28: 46; M14: 15; UACC-62: 19; A549/ATCC: 27; EKVX: 39; HOP-92: 6.9*

Results for C=C(Br)C(=O)OC ?
SK-MEL-5: 112; SK-MEL-28: 107; M14: 103; UACC-62: 92; A549/ATCC: 95; EKVX: 99; HOP-92: 97

Results for Cc1ccc(S(=O)(=O)Nc2cc(Cl)ccc2Cl)cc1 ?
SK-MEL-5: 94; UACC-257: 85; SK-MEL-28: 107; M14: 95; UACC-62: 87; A549/ATCC: 86; EKVX: 102; HOP-92: 86

How did COc1c(C2CC(=O)Nc3c2cnn3Cc2ccco2)cc2c(c1OC)OCO2 (stereo not drawn) do in these assays?
SK-MEL-5: 4.0*; UACC-257: 68; SK-MEL-28: 41; M14: 9.8*; UACC-62: 35; A549/ATCC: 28; HOP-92: 49

Results for O=C1CCCCN1CCCCC#Cc1cccc(C#Cc2cnccn2)c1 ?
SK-MEL-5: 95; UACC-257: 91; SK-MEL-28: 87; UACC-62: 72; A549/ATCC: 95; EKVX: 112; HOP-92: 94

How did CCCC1c2ccc(O)cc2Oc2nc(N)c(C#N)c(N)c21 (stereo not drawn) do in these assays?
SK-MEL-5: 99; UACC-257: 88; SK-MEL-28: 121; M14: 107; A549/ATCC: 95

Results for Cc1c(C)c(N2C(=O)C=CC2=O)c(C)c(C)c1N1C(=O)C=CC1=O ?
SK-MEL-5: 109; UACC-257: 76; SK-MEL-28: 82; M14: 86; UACC-62: 106; A549/ATCC: 90; EKVX: 101

What do the screens show for `NC1=C(O)C(=O)C(c2c(Cl)cccc2Cl)O1` (stereo not drawn)?
SK-MEL-5: 92; UACC-257: 96; SK-MEL-28: 99; M14: 90; UACC-62: 76; A549/ATCC: 95; EKVX: 82; HOP-92: 82

What do the screens show for `O=C1OC(=O)C2C1OC1C(=O)OC(=O)C12` (stereo not drawn)?
SK-MEL-5: 105; UACC-257: 95; SK-MEL-28: 118; M14: 100; UACC-62: 107; A549/ATCC: 92; EKVX: 97; HOP-92: 102

How did CSC(=Nc1ccccc1)Nc1ccccc1 do in these assays?
SK-MEL-5: 97; UACC-257: 107; SK-MEL-28: 105; M14: 108; UACC-62: 106; A549/ATCC: 107; EKVX: 98; HOP-92: 96

Results for COc1cc(C2=N/C(=C\c3cc4ccc(OCc5ccccc5)cc4nc3OC)C(=O)N2)cc(OC)c1OC ?
SK-MEL-5: 92; UACC-257: 90; SK-MEL-28: 90; M14: 84; UACC-62: 86; A549/ATCC: 93; EKVX: 101; HOP-92: 72

Results for COc1ccc(CNNC(=O)c2ccncc2)c(OC)c1OC ?
SK-MEL-5: 103; UACC-257: 100; SK-MEL-28: 109; M14: 106; UACC-62: 102; A549/ATCC: 97; EKVX: 116; HOP-92: 97

By substructure, the compounds so far containing a cyano group (six)
How did N#CC1=C(N)OC2=C(C(=O)CCC2)C1c1cccs1 (stereo not drawn) do in these assays?
SK-MEL-5: 99; UACC-257: 103; SK-MEL-28: 110; M14: 105; UACC-62: 102; A549/ATCC: 101; HOP-92: 108

What do the screens show for `N#CSC1=C(SC#N)C(=O)c2ccccc2C1=O`?
SK-MEL-5: 29; UACC-257: 96; SK-MEL-28: 99; M14: 59; UACC-62: 89; A549/ATCC: 102; EKVX: 88; HOP-92: 128

What do the screens show for `CC(=O)c1cc(C(=O)c2ccc(Br)cc2)n2cccc(C#N)c12`?
SK-MEL-5: 100; UACC-257: 113; SK-MEL-28: 110; M14: 101; UACC-62: 100; A549/ATCC: 103; EKVX: 105; HOP-92: 90

Results for CSc1ccc2c(c1)N(C(=O)/C(C#N)=C/C=C/c1ccccc1)c1ccccc1S2 ?
SK-MEL-5: 89; UACC-257: 69; SK-MEL-28: 84; M14: 85; UACC-62: 62; A549/ATCC: 77; EKVX: 75

What do the screens show for `CCC(=O)Nc1cc(Nc2cc(NC3CC3)n3ncc(C#N)c3n2)ccc1C`?
SK-MEL-5: 15; UACC-257: 34; SK-MEL-28: 46; M14: 15; UACC-62: 19; A549/ATCC: 27; EKVX: 39; HOP-92: 6.9*

How did CCCC1c2ccc(O)cc2Oc2nc(N)c(C#N)c(N)c21 (stereo not drawn) do in these assays?
SK-MEL-5: 99; UACC-257: 88; SK-MEL-28: 121; M14: 107; A549/ATCC: 95

Source: PubChem (NCI)
